MgcRacGAP inhibition: MgcRacGAP GTPase-activating activity inhibitors, confirmation, biochemical, ADP Hunter fluorescence; MgcRacGAP-stimulated Rac1 GTP hydrolysis, ADP Hunter fluorescence; higher % means a stronger effect; GST-tagged Rac1 F28L mutant substrate; 340,000 compounds, 0.6% hits; AID 624330; inhibition, % at 30 µM; hits with a dose series show IC50 in µM;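 active = first-screen hits whose inhibition reached a set limit at any dose in the follow-up dose series; inconclusive = inhibition above the set first-screen limit but never retested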;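 note: fluorescence reports GDP produced by GAP-driven GTP hydrolysis; strong numbers were not always called active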
GPR55 LPI antagonism: GPR55 antagonists blocking LPI-driven arrestin recruitment, primary screen, imaging, U2OS, beta-arrestin-GFP, LPI agonist (AID 2013); U2OS GPR55 beta-arrestin-GFP translocation imaging, LPI antagonism; higher % means a stronger effect; inhibition, % at 10 µM; hits with a dose series show IC50 in µM; 290,000 compounds, 0.13% hits;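 active = spots per cell inhibited over 60%, with over 100 cells counted and total cytoplasm intensity under 500,000; inconclusive = wells with under 100 cells, flagged as likely toxic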;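 note: U2OS cells stably carrying GPR55 and arrestin-GFP stimulated by 5 µM LPI near EC80; imaged beta-arrestin-GFP aggregate spots per cell after agonist stimulation; plate controls were LPI-stimulated DMSO wells for no effect and DMSO wells without LPI for full effect; some results filed as inactive read as strong as hits; confirmed hits need IC50 under 10 µM and bright autofluorescent wells are also inconclusive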
NTR1 agonist: NTR1-driven beta-arrestin-GFP spot formation – imaging, U2OS cells, high content, primary screen (AID 493036) | P30989 | activation, % at 20 µM | 330,000 compounds, 0.17% hits | agonist mode;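 active = activation at or above 40% of the spot to cytoplasm intensity ratio, with at least 20 cells analyzed; inconclusive = wells under 20 cells, flagged as cytotoxic or low count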;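 note: 0% = DMSO without peptide and 100% = 100 nM NTR1 peptide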
Target sequence (P30989 whole entry, looked up): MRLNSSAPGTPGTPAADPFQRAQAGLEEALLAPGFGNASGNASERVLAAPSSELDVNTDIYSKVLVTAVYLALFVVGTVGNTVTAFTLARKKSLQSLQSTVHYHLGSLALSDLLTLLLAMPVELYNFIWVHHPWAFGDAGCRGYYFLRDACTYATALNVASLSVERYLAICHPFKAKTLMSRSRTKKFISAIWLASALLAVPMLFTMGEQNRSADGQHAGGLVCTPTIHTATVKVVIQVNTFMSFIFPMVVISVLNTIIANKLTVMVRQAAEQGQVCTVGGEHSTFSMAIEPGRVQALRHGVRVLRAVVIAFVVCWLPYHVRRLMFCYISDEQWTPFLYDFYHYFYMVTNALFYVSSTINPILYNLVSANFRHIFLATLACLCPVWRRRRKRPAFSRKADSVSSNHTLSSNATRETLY
Myeloid diff 2: myeloid differentiation induction | ER-HoxA9 myeloid progenitors, lysozyme-GFP differentiation, flow cytometry | calls only at 10 µM | 360,000 compounds, 1% hits;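 active = normalized GFP-positive differentiation at or above the plate's own cutoff, the solvent-only control mean plus 3 SD; inconclusive = no clear call, values can overlap the other calls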;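 note: cells exposed to compound for four days before flow analysis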
Salmonella PhoP GFP: PhoP-dependent GFP reporter repression – Salmonella Typhimurium, primary screen (AID 1863); S. Typhimurium PhoP-regulated promoter GFP reporter, 4 h; higher % means a stronger effect; inhibition, % at 50 µM, or IC50 in µM where a hit was titrated; 300,000 compounds, 0.16% hits;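 active = inhibition over 29.93%, a cutoff 3 SD above the screen mean, later confirmed by dose response; inconclusive = inhibition over 29.93% but no dose response follow-up; inactive = inhibition at most 29.93% or unconfirmed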;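 note: 0% = low Mg2+ inducing control and 100% = high Mg2+ repressing control; strong numbers were not always called active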
Siah-1 displacement: blockers of Siah-1 interaction with plectin peptide – biochemical, fluorescence polarization, rhodamine-plectin, uHTS, primary screen (AID 1817); Siah-1 / rhodamine-plectin peptide fluorescence polarization; higher % means a stronger effect; displacement, % at 20 µM, or IC50 in µM where a hit was titrated; 290,000 compounds, 0.02% hits;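 active = displacement of at least 50% at 20 µM, with a fluorescence ratio check between 0.3 and a set limit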;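 note: plate controls were Siah plus tracer with DMSO for no effect and tracer alone without Siah for full effect; strong numbers were not always called active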
LYP phosphatase: inhibitors of LYP phosphatase, biochemical, fluorescence intensity, uHTS (AID 1779) | recombinant LYP phosphatase, fluorescence intensity; higher % means a stronger effect | inhibition, % at 11.5 µM, or IC50 in µM where a hit was titrated | 290,000 compounds, 0.054% hits; in the data active = inhibition above about 50%;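 note: plate controls were vehicle with enzyme for no effect and no enzyme for full effect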
HIV fusion peptide: cell-free HIV fusion peptide-binding blockers – biochemical, uHTS, fluorescence dequenching, primary screen (AID 1986). 290,000 compounds, 0.3% hits. inhibition, % at 20 µM; hits with a dose series show IC50 in µM. cell-free peptide binding, fluorescence dequenching, 30 min; higher % means a stronger effect; in the data active = inhibition mostly above about 52%, no sharp cut-off; inactive = mostly below about 76%; note: some results filed as inactive read as strong as hits
GPR35 antagonists: inhibition of zaprinast-stimulated GPR35 beta-arrestin translocation – imaging, U2OS, beta-arrestin-GFP, zaprinast agonist, primary screen (AID 2058) | U2OS GPR35 beta-arrestin-GFP translocation imaging, zaprinast antagonism; higher % means a stronger effect | inhibition, % at 10 µM, or IC50 in µM where a hit was titrated | 290,000 compounds, 0.052% hits;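 active = inhibition of at least 50% with at least 30 cells and total cytoplasm GFP at most 10,000,000; inconclusive = under 30 cells or total GFP of 10,000,000 plus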
NTR1 agonist cell count 20 µM: second read-out of NTR1 agonist, no call of its own (marks repeat the call); cell count; measured here: cell count, cytotoxicity flag
Myeloid diff 2 GFP+ MAC1+ %: further read-out of Myeloid diff 2, marked with its call; GFP+ MAC1+ double positive, %; measured here: differentiation confirmed by MAC1 staining
The depositor's hits bear a star; i = inactive; ? = inconclusive; nt = no result given; + = active, no number.

SMILES	MgcRacGAP inhibition	GPR55 LPI antagonism	NTR1 agonist	NTR1 agonist cell count 20 µM	Myeloid diff 2	Myeloid diff 2 GFP+ MAC1+ %	Salmonella PhoP GFP	Siah-1 displacement	LYP phosphatase	HIV fusion peptide	GPR35 antagonists
COc1ccccc1NC(=O)CN1CCC(c2nc3ccccc3[nH]2)CC1	5%	-1%	0.3	34	i	0.4	nt	1%	1%	-0.8%	5%
Cc1sc(N)c(C(=O)c2ccccc2Cl)c1C	6%	-9%	1.0	34	i	0.1	17%	22%	-2%	-0.7%	7%
CCC1CCCCN1CCCNC(=O)c1c(O)nc2cc(C)ccn2c1=O (centres undefined)	nt	1%	1.6	47	i	1.5	5%	-4%	-8%	-1.1%	-17%
Cn1c(CSCc2ccc(F)cc2)nnc1SCC(=O)N1CCN(c2ccccc2)CC1	12%	-2%	1.1	55	i	0.5	-8%	4%	2%	-1.7%	7%
Oc1ccc(/C=C/c2nc(-c3ccccc3O)n(-c3ccccc3)n2)cc1	19%	19%	27	71	i	1.7	-8%	1%	5%	-2.8%	-7%
COC(=O)Cc1c(C(=O)OC)nnn1-c1ccc(OC(F)(F)F)cc1	4%	20%	-1.2	71	i	0.2	4%	0%	-8%	-2.5%	-3%
COc1ccc2cc(C(=O)NC3CCCCC3)c(=O)oc2c1	-1%	-7%	nt	nt	i	0.9	7%	4%	3%	0.2%	-12%
CC[C@]1(c2cccc(C)c2)C(=O)N(C(=O)OC)N1C(=O)OC	6%	6%	3.6	47	i	0.9	-6%	0%	-9%	-1.3%	54%
CCOC(=O)c1ccc2c(c1)N(C)C(=O)c1ccccc1S2	-13%	7%	-1.4	88	i	0.3	-1%	-3%	2%	0.4%	-3%
COc1cc(OC)cc(-n2nnnc2SCC(=O)N2CCCc3ccccc32)c1	-1%	11%	2.7	48	i	3.6	-1%	7%	4%	-1.1%	2%
CC(NC(=O)Cc1ccccc1)C1COc2ccccc2O1 (centres undefined)	5%	-1%	0.6	57	i	0.4	-3%	-2%	-8%	-0.6%	6%
O=C(NCCc1cccc(F)c1)C1CCC(=O)N(C2CCCCCC2)C1 (centres undefined)	9%	-16%	2.8	70	i	7.0	nt	1%	-2%	-0.6%	-13%
O=C(O)c1ccc(NS(=O)(=O)c2cccc(C(=O)Nc3ccc(Br)cc3)c2)cc1	12%	11%	-0.3	47	i	1.1	-3%	2%	-7%	14%	6%
Cc1cc(=O)n2nc(N3CCCC(C(=O)NC4CCCCC4C)C3)sc2n1 (centres undefined)	-1%	4%	-0.9	55	i	3.2	5%	-2%	-10%	-0.1%	-14%
CCNc1ccc2noc3c2c1C(=O)c1ccccc1-3	17%	-6%	-0.7	39	nt	nt	-5%	116%	-1%	147%	7%
O=C(O)c1cccnc1Br	3%	5%	-0.9	74	i	0.3	-1%	14%	-9%	0.5%	-13%
COCCOC(=O)c1c(NC(=O)CN2CCOCC2)sc(C(N)=O)c1C	5%	-10%	-0.2	58	i	0.2	-6%	3%	-9%	1.4%	-13%
OCCCNc1ncnc2oc(-c3ccccc3)c(-c3ccccc3)c12	12%	-3%	17	69	i	0.6	1%	0%	-11%	1.0%	-6%
Cc1cnn(C(=O)c2oc3ccccc3c2C)c1	8%	5%	-0.9	55	i	1.2	-19%	3%	-6%	2.3%	-9%
O=C1C=CC(=O)N1N(c1ccccc1)c1ccccc1	9%	6%	2.4	53	i	1.4	-10%	2%	1%	4.6%	-11%
O=C(NC1CC1)c1sc2ccccc2c1Cl	8%	-3%	3.0	41	i	0.3	7%	-5%	-5%	-1.9%	-13%
Cn1c(NC(=O)c2ccc(S(=O)(=O)N3CCOCC3)cc2)cc(=O)n(C)c1=O	6%	2%	-0.2	67	i	0.2	-1%	8%	-4%	-0.3%	-8%
COC(=O)C1=C(N)OC2=C(C(=O)CCC2)C1c1cccs1 (centres undefined)	10%	-7%	-0.7	74	i	0.8	-1%	3%	2%	-1.0%	12%
COc1ccccc1NC(=O)CSc1nnc(CNC(=O)c2ccco2)o1	7%	0%	-0.4	68	i	0.6	-6%	4%	-6%	-2.1%	-11%
COCCCNC(=O)CNC(=O)c1nn(-c2ccc(OC)cc2)c(=O)c2ccccc12	8%	-1%	-1.2	55	i	1.0	0%	3%	-1%	1.2%	7%
CC1(C)CC(=O)c2sc(NS(=O)(=O)Cc3ccccc3)nc2C1	-1%	8%	-1.4	63	i	7.6	1%	-7%	1%	-1.1%	26%
CCN(CC)S(=O)(=O)c1cccc(-c2nnc(SCC(=O)NC)n2CCc2ccccc2)c1	8%	7%	-0.6	42	i	0.8	1%	-2%	-13%	2.3%	4%
O=C(NCc1ccccn1)C1CCCN(S(=O)(=O)c2cccc3nsnc23)C1 (centres undefined)	5%	15%	-0.9	50	i	1.0	-5%	1%	-8%	-0.9%	-2%
C=CCC1(CC=C)CCCN1C(=O)CC1C(=O)NCCN1Cc1cc(OC)cc(OC)c1 (centres undefined)	-1%	-10%	0.4	60	i	0.2	5%	0%	4%	0.7%	1%
Cc1ccc(C(=O)N2CCCC(Nc3cccc(F)c3)C2)cc1N1CCNC1=O (centres undefined)	7%	3%	2.3	84	i	0.5	2%	8%	-8%	0.0%	-17%
O=C1c2cccc([N+](=O)[O-])c2C(=O)N1CCO	9%	17%	2.4	62	+	3.5*	11%	13%	-5%	-0.3%	-3%
COc1ccc(-c2nc3ccccc3nc2-c2ccc(OC)cc2)cc1	3%	13%	3.9	57	i	0.1	0%	9%	-10%	1.7%	-10%
O=C(NCCn1cc(SCC(=O)N2CCOCC2)c2ccccc21)c1ccccc1	21%	4%	-2.0	60	i	3.0	-13%	-1%	-2%	-0.8%	-16%
CCOc1ccc(CNc2nnnn2C)cc1	3%	8%	0.8	45	i	0.5	-5%	7%	-10%	0.4%	-9%
O=C(c1ccccc1Br)N1CCn2c1nc1ccccc12	11%	-6%	0.0	34	i	0.4	-1%	-3%	6%	0.0%	-3%
O=[N+]([O-])c1ccc(N2CCN(c3ccc(O)cc3)CC2)c(Cl)c1	45µM*	0%	3.5	52	i	0.0	1%	17%	5%	4.2%	3%
Cc1cc(C)n2nc[n+](C)c2n1	2%	-4%	-0.6	62	i	0.7	-7%	-2%	-2%	0.8%	-6%
CC1CC2(CCCC2)N(C(=O)N(C)C)c2ccc(F)cc21 (centres undefined)	7%	0%	-0.4	41	i	0.4	-4%	5%	0%	-0.8%	-6%
Cc1oc(-c2ccccc2Cl)nc1CS(=O)CC(=O)NCc1ccco1 (centres undefined)	-7%	0%	-0.4	52	?	nt	-11%	2%	-11%	-0.5%	7%
COc1ccccc1C(=O)Nc1cc2ccccc2oc1=O	9%	14%	1.2	57	i	0.4	-7%	2%	-8%	-0.3%	-16%
Nc1nnc(SCc2ccc3c(c2)OCO3)s1	3%	-18%	-0.7	40	i	1.8	35%	1%	-1%	1.7%	-9%
COc1ccc(C(=O)C(c2ccccc2)N2CCOCC2)cc1 (centres undefined)	0%	-2%	-0.5	33	i	0.4	-4%	0%	-5%	-0.3%	-7%
CCCC1CC(C(=O)NC(C(C)Cl)C2OC(SC)C(O)C(O)C2O)N(C)C1 (centres undefined)	-11%	-5%	0.3	60	i	1.3	8%	2%	2%	-0.9%	2%
COc1ccc(CNC(=O)C(c2ccc(C)o2)N(Cc2cccs2)C(=O)Cc2cccs2)cc1 (centres undefined)	3%	4%	2.9	55	i	0.9	-9%	6%	7%	23%	6%
CCCOC(=O)NC(CC)COC(=O)Nc1cc(C)ccc1C (centres undefined)	11%	3%	-0.2	39	i	0.8	-17%	-1%	-5%	-0.8%	-12%
COc1ccc(C(=O)O/N=C(\N)Cc2ccc(Cl)cc2Cl)cc1OC	3%	17%	1.4	47	i	0.4	-6%	6%	-2%	1.6%	-10%
Cc1cccc(NC(=O)c2cnc3n(c2=O)CCS3)c1	8%	6%	1.6	57	i	0.9	4%	8%	4%	3.0%	-4%
CC1=C(C(=O)Nc2ccc(C(=O)N3CCN(c4ccccc4F)CC3)cc2)SCCO1	-6%	14%	-0.4	59	i	0.9	-2%	2%	-5%	-1.4%	-12%
Cc1ccc2c(c1)N(C(=O)CCC(=O)NC1CCC(C)CC1)CCO2 (centres undefined)	2%	8%	0.3	89	i	5.5	nt	-1%	-10%	-1.6%	7%
c1ccc(COc2ccc(OCCCN3CCCC3)cc2)cc1	15%	11%	-0.6	52	i	1.6	11%	-5%	1%	-0.5%	-3%
COc1ccccc1NC(=O)CN1C(=O)CCS(=O)(=O)c2ccccc21	11%	9%	1.6	37	i	1.1	-6%	10%	-6%	3.0%	-14%
CN(C)c1ccc(/C=N/n2ncc3ccccc32)cc1	4%	-6%	3.1	49	i	1.1	1%	-2%	1%	-2.1%	2%
O=C(COC(=O)c1ccco1)Nc1cccc(Br)c1	-3%	2%	-1.4	50	i	1.4	-12%	4%	-9%	-1.1%	14%
Cc1ccc(NC(=O)COc2ccccc2C(=O)NCCN(C)C)cc1	nt	-10%	1.8	43	nt	nt	6%	-2%	-6%	-1.7%	-9%
Cc1ccc(OCCn2cc(/C=C(\C#N)C(=O)NCC3CCCO3)c3ccccc32)cc1C (centres undefined)	8%	7%	3.8	49	i	1.4	3%	12%	4%	-0.5%	15%
COc1ccccc1C(=O)NCC(=O)OCC(=O)Nc1cccc(S(=O)(=O)N(C)C)c1	4%	4%	1.1	49	i	0.1	14%	0%	-8%	-1.4%	10%
N#C/C(=C\c1ccccc1Br)C(=O)NC1CC1	13%	-17%	1.4	71	i	0.7	3%	3%	-7%	0.0%	-10%
O=C(O)COc1ccccc1/C=N/NC(=O)CSc1nc2ccccc2n1Cc1ccccc1Cl	0%	11%	-0.3	55	i	0.6	-5%	4%	-1%	44%	18%
CC1(C)Cc2noc(N)c2C(C)(C)N1OC(=O)c1cccs1	9%	10%	-3.7	96	i	0.5	-5%	0%	-5%	-0.4%	-6%

Assay outcomes: PubChem, several laboratories
